GPR151 activ: activates the human receptor GPR151; PathHunter beta-arrestin GPR151 cells, luminescence; activation, % at 11.2 µM; actives 1% (n = 650,000); in the data active = activation above about 4.9%;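 note: 0% = median of compound wells and 100% = cells with positive control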
Target sequence (Q8TDV0 whole entry, looked up): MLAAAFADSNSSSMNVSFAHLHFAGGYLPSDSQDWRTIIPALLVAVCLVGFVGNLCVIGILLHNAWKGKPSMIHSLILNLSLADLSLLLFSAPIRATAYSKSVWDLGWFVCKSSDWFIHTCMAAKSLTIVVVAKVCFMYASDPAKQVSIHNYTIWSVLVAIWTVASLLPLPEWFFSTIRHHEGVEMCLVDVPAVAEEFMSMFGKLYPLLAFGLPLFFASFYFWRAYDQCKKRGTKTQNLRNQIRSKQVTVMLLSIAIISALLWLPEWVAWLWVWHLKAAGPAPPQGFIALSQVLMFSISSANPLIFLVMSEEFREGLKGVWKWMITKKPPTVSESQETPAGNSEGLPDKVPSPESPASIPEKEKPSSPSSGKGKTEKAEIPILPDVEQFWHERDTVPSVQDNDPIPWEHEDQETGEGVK
TEAD-YAP inh: TEAD-YAP interaction inhibition | HEK-TIYL cells, TEAD-Gal4/YAP UAS-luciferase luminescence | inhibition, % at 9.12 µM | actives 1.4% (n = 640,000); in the data active = inhibition above about 32%;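 note: 0% = median of test compound wells and 100% = reference inhibitor wells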
MITF primary: human MITF inhibition, primary screen. inhibition, % at 2.6 µM. O75030. AlphaScreen MITF homodimerization, bead proximity signal. actives 0.91% (n = 650,000); in the data active = inhibition above about 50%;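 note: 0% = vehicle wells with protein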
Target sequence (O75030 whole entry, looked up): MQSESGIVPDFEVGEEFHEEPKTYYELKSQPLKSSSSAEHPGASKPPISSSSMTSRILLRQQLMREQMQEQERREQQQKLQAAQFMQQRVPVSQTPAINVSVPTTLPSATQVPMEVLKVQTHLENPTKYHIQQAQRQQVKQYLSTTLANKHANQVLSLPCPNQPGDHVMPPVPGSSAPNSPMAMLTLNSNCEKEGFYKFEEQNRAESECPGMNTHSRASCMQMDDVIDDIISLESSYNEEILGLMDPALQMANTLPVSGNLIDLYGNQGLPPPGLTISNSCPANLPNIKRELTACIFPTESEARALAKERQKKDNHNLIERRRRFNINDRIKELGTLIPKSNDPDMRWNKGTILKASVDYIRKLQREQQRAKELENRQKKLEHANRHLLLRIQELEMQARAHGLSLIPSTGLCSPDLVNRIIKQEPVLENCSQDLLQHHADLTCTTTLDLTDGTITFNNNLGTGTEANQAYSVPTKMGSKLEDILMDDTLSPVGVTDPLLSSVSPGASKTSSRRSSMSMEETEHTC
FBW7 activator: human FBW7 E3 ligase activation, primary screen; Q969H0; AlphaScreen FBW7–phospho-cyclin E peptide binding, activator screen; normalized activity (activation), % at 26.1 µM; actives 0.13% (n = 650,000); AID 1259310; in the data active = normalized activity above about 1.9%;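 note: purified mutant Fbw7 with reduced substrate affinity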
Numbers without * were called inactive; · = not tested or not shown; & = joins results of further samples.

Preview, two compounds:
SMILES	GPR151 activ	TEAD-YAP inh	MITF primary	FBW7 activator
COc1ccc(/C(C)=N/NC(=O)COc2ccc(C)c(C)c2)cc1	0.1	-2.1	-1.6	0.0
CCc1nc(CN2CCC3(CC2)CC3C(=O)N2CCN(Cc3cccs3)CC2)c(C)[nH]1 (stereo unspecified)	0.7	4.4	4.5	1.1

All compounds of this part, repeating the preview:
SMILES	GPR151 activ	TEAD-YAP inh	MITF primary	FBW7 activator
COc1ccc(/C(C)=N/NC(=O)COc2ccc(C)c(C)c2)cc1	0.1	-2.1	-1.6	0.0
CCc1nc(CN2CCC3(CC2)CC3C(=O)N2CCN(Cc3cccs3)CC2)c(C)[nH]1 (stereo unspecified)	0.7	4.4	4.5	1.1
COc1ccc(OCC(=O)N/N=C/c2cc(OC)ccc2OC)cc1	0.9	0.2	-0.9	0.0
CC1(Cc2ccc3c(c2)OCO3)C(=O)Nc2ccc(F)cc21 (stereo unspecified)	0.5	9.0	14.6	0.2
CCCOC(=O)C1=C(C)NC2=C(C(=O)CC(c3ccc(OC)cc3)C2)C1c1ccc(Cl)cc1Cl (stereo unspecified)	1.6	-0.4	0.3	0.2
CCCN1C(=O)/C(=C\c2nc3ccccc3c(=O)n2C)c2cc(Br)ccc21	1.0	2.4	7.6	0.1
O=C(Nc1nnc(-c2ccc(F)cc2)o1)c1cc2cc([N+](=O)[O-])ccc2s1	-0.1	-14.2	14.3	0.1
COc1cc(/C=C(\C#N)c2[nH]nc(N)c2C#N)cc(OC)c1O	0.0	-1.6	8.8	0.1
C[n+]1cc(C(=O)NCC[N+](C)(C)Cc2ccccc2)ccc1/C=N/O	0.6	1.4	1.6	-0.1
CCOC(=O)c1c(C)n(-c2ccccc2)c2c1cc(OC(=O)c1ccccc1F)c1ccccc12	0.2	1.3	0.3	0.0

Single records, from the list above. Values in the order: GPR151 activ, TEAD-YAP inh, MITF primary, FBW7 activator
Profile of CCCN1C(=O)/C(=C\c2nc3ccccc3c(=O)n2C)c2cc(Br)ccc21 : 1.0, 2.4, 7.6, 0.1
Profile of COc1ccc(/C(C)=N/NC(=O)COc2ccc(C)c(C)c2)cc1 : 0.1, -2.1, -1.6, 0.0
Profile of C[n+]1cc(C(=O)NCC[N+](C)(C)Cc2ccccc2)ccc1/C=N/O : 0.6, 1.4, 1.6, -0.1
Profile of CCCOC(=O)C1=C(C)NC2=C(C(=O)CC(c3ccc(OC)cc3)C2)C1c1ccc(Cl)cc1Cl (stereo unspecified) : 1.6, -0.4, 0.3, 0.2
Profile of CC1(Cc2ccc3c(c2)OCO3)C(=O)Nc2ccc(F)cc21 (stereo unspecified) : 0.5, 9.0, 14.6, 0.2

Later entries
SMILES	GPR151 activ	TEAD-YAP inh	MITF primary	FBW7 activator
COC(=O)CNC(c1cc(Br)ccc1N)c1ccccc1Cl (stereo unspecified)	0.4	8.1	14.2	-0.1
N#C/C(C(=O)NCc1ccccc1)=C(/O)CSc1nnc(Nc2ccccc2)s1	0.2	-6.4	-3.6	0.0
CCCOc1ccc(C2CC(=O)NC3=C2C(=O)CC(c2ccc(F)cc2)C3)cc1 (stereo unspecified)	0.3	0.1	17.2	-0.3
COc1ccc(NS(=O)(=O)c2cc(NC(=O)/C(C#N)=C/c3ccccc3)ccc2C)cc1	0.5	1.3	-15.5	0.0
COc1ccc([N+](=O)[O-])cc1NS(=O)(=O)c1ccc2c(c1)OCCO2	0.3	-5.0	1.9	0.0
COc1ccc2cc(S(=O)(=O)c3ccc(Cl)cc3)c(=O)oc2c1	0.9	10.0	7.2	0.1
Cc1c(C(=O)N2CCCC2)cccc1[N+](=O)[O-]	2.8	14.5	2.5	0.1
O=C(c1ccc2c(=O)n(Cc3ccc(Cl)cc3)c(=S)[nH]c2c1)N1CCN(c2ccccn2)CC1	-1.5	-4.8	28.2	0.0
N#Cc1c(NC(=O)CSc2nc3sc4c(c3c(=O)n2-c2ccccc2)CCC4)sc2c1CCCC2	1.5	16.0	-8.6	0.0
O=C(CSc1nc2ccccc2c(=O)n1C1CCCCC1)NCCc1ccccc1	-2.2	-3.7	4.9	0.0
Cc1cc(C)c2c(c1)=C(c1sc(=Nc3ccccc3)n(-c3ccccc3)c1O)C(=O)N=2	0.5	5.2	5.7	0.0
CC(=O)c1cc2c(cc1NS(=O)(=O)c1ccccc1F)OCO2	0.5	-3.1	0.5	-0.2
Cc1cc(=O)n2nc(N3CCC(C(=O)NCCC(C)C)CC3)sc2n1	0.0	-1.3	2.1	-0.1
CC(=O)Nc1ccc(Oc2c(F)c(F)nc(N3CCCC3)c2F)cc1	0.7	-6.5	-10.6	-0.1
C[C@@H]1CN(C(=O)c2nc3ccc(Cl)cn3c2CN[C@H]2CCCCNC2=O)C[C@H](C)O1	2.5	4.2	-0.8	0.0
CN(C)c1ccc(C=Nc2ccccc2C(N)=O)cc1	-3.2	-37.0	10.4	-0.1
COc1ccc(OCCCC(=O)Nc2ccccc2C)cc1	-2.1	2.3	-15.4	-0.1
CCOCCC(=O)Nc1nnc(Cc2ccc(Cl)cc2)s1	-0.9	6.2	25.6	0.9
COc1ccccc1CNC(=O)C1(NC(=O)Nc2ccc(C)cc2)CCCCC1	-0.7	-6.7	1.6	-0.1
O=C(CN1C(=O)S/C(=C\c2ccc(N3CCCCC3)o2)C1=O)Nc1ccccc1F	-0.1	14.6	10.8	0.1
NC(=O)Cn1nnc(-c2ccccc2NC(=O)COc2ccc(F)cc2)n1	0.3	-6.9	12.7	0.5
O=C(CSc1ccc(C(=O)Nc2ccc(Cl)cc2F)cc1[N+](=O)[O-])NCCC1=CCCCC1	-2.0	-4.3	16.5	0.0
CC(CCc1ccccc1)N1C(=O)C2C(C(=O)Nc3cc(Cl)cc(Cl)c3)C3C=CC2(O3)C1C(=O)NC1CCCCC1 (stereo unspecified)	0.8	-2.4	-4.1	0.0
CCOC(=O)C1=C(c2ccccc2)N=c2s/c(=C\c3ccc(N4CCOCC4)o3)c(=O)n2C1c1ccc(OCC)cc1 (stereo unspecified)	-0.4	2.8	5.3	-0.1
COc1ccc(S(=O)(=O)NCCc2sc(-c3ccc(F)cc3)nc2C)cc1F	1.0	-4.7	-16.7	0.0
CCCOC(=O)c1ccc(NC(=S)NC(=O)c2cccc(C)c2)cc1	-0.5	3.3	6.6	-0.1
COc1ccc(-n2nc3c(c2NC(=O)CCc2ccccc2)CSC3)cc1	-1.1	1.7	-6.2	-0.1
CC(C)N(C)CCOC(=O)c1cccc(F)c1	-0.5	-0.9	-3.2	0.0
CCCCCCn1c(CN2CCC(C(N)=O)CC2)nc2c1c(=O)n(C)c(=O)n2C	-0.5	3.1	15.2	0.0
Cc1ccc(S(=O)(=O)N2CCCCC2)cc1NC(=O)c1n[nH]c(=O)c2ccccc12	-1.2	-4.1	1.0	0.0

Rewritten with each value named: entries from further up.
CCCOC(=O)c1ccc(NC(=S)NC(=O)c2cccc(C)c2)cc1
  GPR151 activ = -0.5
  TEAD-YAP inh = 3.3
  MITF primary = 6.6
  FBW7 activator = -0.1
COc1ccc(-n2nc3c(c2NC(=O)CCc2ccccc2)CSC3)cc1
  GPR151 activ = -1.1
  TEAD-YAP inh = 1.7
  MITF primary = -6.2
  FBW7 activator = -0.1
CC(C)N(C)CCOC(=O)c1cccc(F)c1
  GPR151 activ = -0.5
  TEAD-YAP inh = -0.9
  MITF primary = -3.2
  FBW7 activator = 0.0

Remaining list, next part.
SMILES	GPR151 activ	TEAD-YAP inh	MITF primary	FBW7 activator
C=CCNC(=O)NC(=O)COC(=O)c1ccc(Cl)c(S(=O)(=O)N(CC)CC)c1	0.5	6.3	1.1	0.0
O=C(c1ccc(Cn2c(=S)[nH]c3ccccc3c2=O)cc1)N1CCN(c2ccccc2)CC1	0.7	-1.0	19.3	0.0
CCOC(=O)c1ccc(N2C(=O)c3ccc(-c4ccccc4[N+](=O)[O-])cc3C2=O)cc1	0.3	3.3	16.6	0.4
CCC1=[N+]([O-])C(C)(/C(C)=N/O)N(O)C1(C)C (stereo unspecified)	-0.6	5.3	2.0	0.2
CC(Nc1cnn(C23CC4CC(CC(C4)C2)C3)c(=O)c1Cl)c1ccccc1 (stereo unspecified)	0.1	-9.2	5.7	-0.3
Cc1cccc(NC(=O)c2ccoc2C)n1	-5.5	-38.6	11.1	0.9
CCCc1cc(=O)c2c(=O)n(-c3ccccc3)[nH]c2[nH]1	0.4	4.9	-0.8	-0.1
CCCC(=O)Nc1ccc(C(=O)NCC2CCCO2)cc1 (stereo unspecified)	-1.0	1.9	19.4	-0.4
CC1CCN(C(=O)Cn2cc3c(n2)CCC(C)C3)CC1 (stereo unspecified)	-0.5	-29.6	-8.5	-0.2
O=C(Nc1cccc2c(=O)cc(-c3nn[nH]n3)oc12)c1ccc(OCCCCc2ccccc2)cc1	-1.4&-0.9&0.5	-3.7	13.2&4.6&-6.6	0.4&0.0
CC(C)(C)C1=NN(CC(=O)N2CCNC(=O)C2)C(=O)c2cc3ccccc3n2C1	0.8	3.5	5.3	0.2
CCCNc1nc(-c2ccccc2)nc2c1ncn2C(C)C	-1.7	-9.9	-1.1	0.0
O=C(/C=C/c1ccccc1OC(=O)c1cccnc1)c1ccccc1	-0.7	-24.6	15.2	0.0
Cc1ccc(NC(=O)/C(=C/c2cccc([N+](=O)[O-])c2)NC(=O)c2ccccc2Br)cc1Cl	-1.1	-1.5	-9.3	0.0
Cc1cc(OCC(=O)N/N=C/c2cccn2C)ccc1Cl	-1.1	-9.2	9.3	0.2
C=CCCC(=O)N1CCCC(CNC(=O)c2ccccc2Cl)C1 (stereo unspecified)	0.0	7.6	-3.1	0.3
Cc1nnsc1C(=O)NCc1ccccc1Cl	-0.4	4.5	-2.4	0.1
CCc1ccc(/C(C)=N/Nc2cc(Cl)nc(C)n2)cc1	-0.4	2.5	5.7	-0.1
COc1ccc(/C(N)=N/OC(=O)Cc2ccccc2OC)cc1	-1.5	-28.0	0.7	0.3
N#CC(C#N)=CN1CCN(c2ccccc2)CC1	0.0	5.2	6.5	0.0
Cn1c(=O)cc(OCCCC(=O)N2CCCC2)c2ccccc21	0.7	5.8	15.2	-0.1
Cn1c(SCC(=O)c2ccc3c(c2)OCO3)nnc1-c1ccco1	-1.0	-11.0	5.2	-0.1
COc1cc2c(C(=O)N3CCN(c4ccc(F)cc4)CC3)cn(C)c(=O)c2cc1OC	-0.3	-6.6	7.4	0.0
CCOC(=O)c1c(C)oc2c(Br)cc(NS(=O)(=O)c3ccc(C)cc3)cc12	-0.1	7.1	-4.7	0.2
Cc1nc2ccccc2c(C(=O)O)c1C(=O)Nc1ccccc1Cl	2.2	0.7	-6.2	0.0
O=C(NCc1ccccc1)c1cnc(N2CCc3ccccc3C2)s1	0.1	-11.4	5.8	-0.1
CCCNC(=O)OC[C@H]1O[C@H](CCO/N=C/c2ccc(C(=O)N3[C@H](c4ccc(C)cc4)[C@@H](C)CC[C@H]3C(=O)OC)cc2)C=C[C@@H]1Oc1ccc(OC)cc1	-1.1	·	19.3	0.5
c1ccc(Nc2nc(Nc3ccccn3)nc3c2ncn3-c2ccccc2)cc1	3.0	5.0	10.1	0.0
O=C(Nc1ccncc1)OCc1ccccc1	0.2	8.9	-7.6	-0.1
Cc1ccc(N(CC(=O)Nc2ccc(F)cc2)S(C)(=O)=O)cc1	0.0	7.3	7.3	-0.1
CC[C@H](C)[C@@H]1NC(=O)[C@@H]2C[C@H](NC(=O)OC)CN2C1=O	-0.4	-4.0	1.6	-0.1
Cc1cc(Cl)ccc1OCc1nnc(NC(=O)Nc2ccccc2)s1	0.4	4.0	-3.9	0.1
CCN(CC)C(NC(=O)c1ccccc1[N+](=O)[O-])C(Cl)(Cl)Cl (stereo unspecified)	-0.4	9.9	2.1	-0.1
O=C(OCC(=O)c1cccs1)C1=COCCO1	-4.5	1.2	4.5	0.3
CSCCNC1CCN(c2ccc(CC(=O)NCCc3cccc(F)c3)cc2)CC1	3.1	-10.2	-6.2	-0.1
CC(=O)c1ccc(NC(=S)Nc2ccccc2)cc1	-2.0	-15.8	6.2	-0.1
CCCOCCOC(=O)C1=C(C)NC(=O)CC1c1ccccc1F (stereo unspecified)	-0.6	7.0	-4.7	0.0
CCOCCCNC(=O)c1cc2c(s1)-c1ccccc1SC2	-0.5	-16.7	9.2	0.1
